High-throughput results from PubChem BioAssay.
RBX1-CUL1 inh: human ROC1-CUL1 E3 ligase inhibition | P62877+Q13616 | hit rate 0.6% among 140,000 | in vitro K48 di-Ub FRET, acceptor:donor ratio, 45 min | inhibition, % at 10 µM; in the data active = inhibition above about 25%
Target sequence (P62877 whole entry, looked up): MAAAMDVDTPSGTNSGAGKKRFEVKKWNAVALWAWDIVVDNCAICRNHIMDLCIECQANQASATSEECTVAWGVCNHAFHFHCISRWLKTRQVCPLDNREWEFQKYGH
Target sequence (Q13616 whole entry, looked up): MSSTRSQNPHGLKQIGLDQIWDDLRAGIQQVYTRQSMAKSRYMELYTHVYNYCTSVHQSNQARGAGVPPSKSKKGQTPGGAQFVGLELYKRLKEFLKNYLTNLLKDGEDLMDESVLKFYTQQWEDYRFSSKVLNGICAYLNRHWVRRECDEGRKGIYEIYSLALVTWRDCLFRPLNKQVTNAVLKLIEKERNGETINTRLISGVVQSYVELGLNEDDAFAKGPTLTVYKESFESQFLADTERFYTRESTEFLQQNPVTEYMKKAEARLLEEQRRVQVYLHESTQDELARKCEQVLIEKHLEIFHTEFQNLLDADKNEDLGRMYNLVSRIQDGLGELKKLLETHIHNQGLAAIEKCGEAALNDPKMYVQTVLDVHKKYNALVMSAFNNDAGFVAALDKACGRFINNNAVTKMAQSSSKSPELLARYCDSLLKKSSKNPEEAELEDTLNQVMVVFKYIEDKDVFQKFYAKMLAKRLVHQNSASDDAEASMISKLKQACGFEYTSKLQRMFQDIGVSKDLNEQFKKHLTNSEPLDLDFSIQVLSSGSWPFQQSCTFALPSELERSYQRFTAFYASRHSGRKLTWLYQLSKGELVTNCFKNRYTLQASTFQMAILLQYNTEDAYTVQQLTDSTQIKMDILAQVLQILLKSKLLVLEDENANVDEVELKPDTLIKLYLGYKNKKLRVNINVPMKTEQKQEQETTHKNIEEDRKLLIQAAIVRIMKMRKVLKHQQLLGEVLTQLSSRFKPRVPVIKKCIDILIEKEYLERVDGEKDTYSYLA
* = called active by the depositor; & = joins results of further samples. Not all compounds are listed; count on the stated rates, not on these rows.

The opening 3 records as a preview:
SMILES	RBX1-CUL1 inh
COC(=O)CCCC(=O)N1CCCC(Nc2ccc(OC)c(OC)c2)C1 (configuration not stated)	1
CC(=O)Nc1ccc(S(=O)(=O)Nc2cccc(NC(=O)C(C)(C)C)c2)cc1	0
O=C(NCCCCCCNC(=O)NCCOCc1ccccc1)NCCOCc1ccccc1	0

Results, repeating the preview:
SMILES	RBX1-CUL1 inh
COC(=O)CCCC(=O)N1CCCC(Nc2ccc(OC)c(OC)c2)C1 (configuration not stated)	1
CC(=O)Nc1ccc(S(=O)(=O)Nc2cccc(NC(=O)C(C)(C)C)c2)cc1	0
O=C(NCCCCCCNC(=O)NCCOCc1ccccc1)NCCOCc1ccccc1	0
Cc1cccc(NC(=O)COc2ccc(-c3nn(C)c(=O)c4ccccc34)cc2)c1	2
Cc1cc2ncc(-c3ccc(Cl)cc3)c(N)n2n1	-2
COCC1CCCCN1C(=O)c1cc(COc2ccccc2F)[nH]n1 (configuration not stated)	-3
Cc1ccc(N2C(=O)CS(=O)(=O)C23C(=O)Nc2ccccc23)cc1C (configuration not stated)	-9
Cc1ccc(-n2nc(C)c(C=C3C(=O)NC(=S)NC3=O)c2C)cc1	0
CCOC(=O)C1C(=N)OC2=C(C(=O)CCC2)C1c1ccc(OC)c(COc2ccc(F)cc2Cl)c1 (configuration not stated)	-3
CCOc1ccc(NS(=O)(=O)c2ccc(NC(=O)Nc3ccc(Cl)cc3)cc2)cc1	1
COC(=O)c1cc(NC(=O)CSc2nnc(COc3ccc(C)cc3)o2)ccc1Cl	-1
CC(=NO)c1cc([N+](=O)[O-])ccc1Sc1ncnc(N(C)C)c1N	10
Cc1cc(-n2ncc(C#N)c2N)nc(C(C)C)n1	1
COC(=O)C1=C(C)N(C)C(=S)NC1c1ccc(OCc2ccccc2)c(OC)c1 (configuration not stated)	2
Cc1ccccc1NC(=O)Cn1c(=O)n(Cc2ccc3c(c2)OCO3)c(=O)c2ccc(C(=O)NC3CCCCC3)cc21	4
O=c1c(-c2cc(-c3ccccc3)nc3c2COc2ccc(Cl)cc2-3)coc2ccccc12	-3
CCn1c(=O)c2cc(C(=O)NC3CCC(C)CC3)sc2c2ccccc21 (configuration not stated)	-6
COc1ccc(-c2noc(-c3ccc(NCc4cccnc4)c([N+](=O)[O-])c3)n2)cc1	10
CN(Cc1ccc(C(F)(F)F)cc1)C(=O)CCC1(Cc2ccco2)CCC(=O)N1 (configuration not stated)	-1
c1ccc(COc2ccccc2OC(CCN2CCN(Cc3ccccc3)CC2)c2ccccc2)cc1 (configuration not stated)	-5
COc1ccc(CCNC(=O)C2C(=O)N=C3C(C)=CC=CN3C2=O)cc1OC (configuration not stated)	-1
CCC(=O)N1c2ccccc2CC1C(=O)NCCc1ccc(SC)cc1 (configuration not stated)	-11
Cc1ccc(N2CCN(CC(=O)Nc3cc(Cl)ccc3Cl)CC2)cc1C	5
COc1ccccc1NC(=O)CSc1oc(-c2ccccc2)nc1S(=O)(=O)c1ccccc1	4
COc1cc2cncc(CC(=O)O)c2cc1OC	-5
COCCCn1c(C(=O)N2CCCCC2C)cc2c(=O)n3ccccc3nc21 (configuration not stated)	3
C/C(=N\N=C1\NC(=O)CS1)c1nonc1C	5
CCCc1ccc(N2CCN(C(=O)/C=C\C(=O)O)CC2)cc1	-1
CC(=O)Oc1ccc(Br)c(C2Oc3nc(SCc4ccccc4)nnc3-c3ccccc3N2C(C)=O)c1 (configuration not stated)	6
COc1cccc(CNc2ccc(NC(=O)C(C)C)c(OC)c2)c1	-4
CCOc1ccc(Nc2oc(/C=C/c3cccc(OC)c3)nc2C#N)cc1	-9
CCOC(=O)c1cnn2c(C(F)(F)F)cc(-c3ccc(C)c(C)c3)nc12	-5
CCOC(=O)C1=C(C)N=C2CC(c3ccccc3OC)C(C(=O)OCC)C(=O)C2C1c1ccc(OCc2ccccc2)c(OC)c1 (configuration not stated)	4
CC(C)(C)c1ccc(-c2nc(SCC(=O)Nc3ccc(Cl)cc3)[nH]c(=O)c2C#N)cc1	14
O=C1CC(N2CCN(c3ccc(F)cc3)CC2)C(=O)N1c1cccc(C(F)(F)F)c1 (configuration not stated)	-4
COCCC(=O)Nc1ccc2c(c1)CN(C(=O)c1ccc(CSC)o1)CC2	7
CCn1cc(/C=C2\SC(=O)N(CC(=O)Nc3ccc(Cl)cc3)C2=O)c2ccccc21	5
CN1CCC(=NNC(=O)CN(c2ccc(Oc3ccccc3)cc2)S(C)(=O)=O)CC1	8
O=C(CSc1nnc2sc3ccccc3n12)NCC1CCCO1 (configuration not stated)	2
COc1cc(/C=C2\C(=O)NN(c3ccc(C)cc3)C2=O)cc([N+](=O)[O-])c1O	6
CCOC(=O)N1CCN(C(=O)c2ccc3c(c2)N(Cc2ccccc2F)C(=O)c2ccccc2S3=O)CC1 (configuration not stated)	-1
CC(=O)c1ccc(Oc2cc(C#N)c(C#N)cc2-n2nnc3ccccc32)cc1	6
COc1ccc(-c2nnc(-c3ccccc3)o2)cc1S(=O)(=O)NCc1ccco1	9
O=S(=O)(c1ccc(Br)cc1)c1nnn2c1nc(NC1CCCCCC1)c1sccc12	11
CC1CS(=O)(=O)c2ccccc2C1=O (configuration not stated)	-8
Cc1ccc(C(=O)Nc2nnc(S(=O)(=O)N(C)Cc3ccco3)s2)cc1	-2
O=C(NC1(c2nnnn2C2CCCCC2)CCCCC1)Oc1ccccc1	-3
c1ccc(-n2nnnc2SC2CCCCC2)cc1	6
CCc1ccc(OCC(=O)Nc2c(C(=O)c3ccc(Br)cc3)oc3ccccc23)cc1	0
CCOC(=O)C[n+]1c(C)cc(C)cc1C	4
O=C(CCC1CCCC1)N1CCC(C2CCN(c3ncccn3)CC2)C1 (configuration not stated)	9
Cc1nn(Cc2ccccc2Cl)c(C)c1NC(=O)c1cc(C(C)C)on1	0
COC(=O)C1c2snnc2CN1C(=O)OC (configuration not stated)	-9
O=C(Nc1cccc(Cl)c1)Nc1c(F)c(F)c(F)c(F)c1F	-2
CCC(=O)N[C@@H]1c2ccccc2C2(CCN(C(=O)c3cc(C)n(C)n3)CC2)[C@H]1OCc1cccnc1	4
CCc1ccc(-n2c(SCC(=O)NC(C)CC)nc3n[nH]c(C)c3c2=N)cc1 (configuration not stated)	5
O=C(Cn1c(SCc2ccc(F)cc2)nc2cccnc21)Nc1ccccc1F	3
Cc1cccc(N2CCN(C(=O)C(C)Oc3ccc(Cl)cc3Cl)CC2)c1C (configuration not stated)	-3
CN(Cc1ccccc1)S(=O)(=O)c1ccc(NC(=S)NC(=O)c2ccc(Cl)cc2Cl)cc1	-1
Cc1cccc(OCc2ccc(-c3nc(C#N)c(N4CCC(C(N)=O)CC4)o3)o2)c1	1
Remaining list, next part:
SMILES	RBX1-CUL1 inh
Cc1cc2ncn(C(=O)c3c(-c4ccccc4)noc3C)c2cc1C	-1
COc1ccc(NC(=O)CCC2CCN(C(=O)c3cnc[nH]3)CC2)c(OC)c1	-5
COc1ccc2occ(C(=O)c3ccccc3)c2c1	3
COc1ccc(/C=N/NC(=O)c2c(C)nc3ccc(Br)cn23)c(OC)c1	-13
Cc1ccc(S(=O)(=O)N2CCN(C(=O)OCC3CCCO3)CC2)cc1 (configuration not stated)	4
COc1ccc(C(=O)Nc2ccc3nn(-c4ccc(N(C)C)cc4)nc3c2)cc1Br	-2
CC(=O)Nc1cc(C(=O)OCC(=O)c2ccc(C)cc2)ccc1C	0
c1ccc(-c2csc3ncnc(N4CCc5ccccc5C4)c23)cc1	-2
Cc1cccc(NC(=O)CC2Nc3cccc4cccc(c34)NC2=O)c1 (configuration not stated)	4&8
Cc1cc(C)cc(N2C(=O)CSC23C(=O)N(CC(=O)Nc2ccc(F)cc2F)c2ccccc23)c1 (configuration not stated)	-7
COc1cc(-c2nnc(SCCOc3ccc(Cl)cc3C)o2)cc(OC)c1OC	-7
CC(C)(C)c1ccc(C(=O)NC(Nc2ccc3ccccc3c2)C(Cl)(Cl)Cl)cc1 (configuration not stated)	2
COc1cc(C)c(C)cc1S(=O)(=O)Nc1ccccc1F	-4
O=C(O)C1C2C=CC(C3CC23)C1C(=O)Nc1ccc(Cl)cc1 (configuration not stated)	0
CCCC(=O)Nc1cccc(C(=O)Nc2ccccc2OCC)c1	7
Cc1nnc(SCCC(C)C)[nH]c1=O	0
Cn1c(=O)c2c(nc(NCc3ccco3)n2Cc2cccc3ccccc23)n(C)c1=O	14
Cc1ccc(Cn2c(=N)n(CCO)c3ccccc32)cc1	5
Cc1ccc(NCc2ccccc2OCc2cccc3ccccc23)cc1	9
CC(NC(=O)CCC1(Cc2ccco2)CCC(=O)N1)c1ccccc1Cl (configuration not stated)	-9
CCOC(=O)c1cn2cc(Cl)cc(Cl)c2n1	0
COc1ccc(-n2c(SC)nnc2-c2cccs2)cc1	-5
COc1ccccc1OC(CCN1CCN(C)CC1)c1ccccc1 (configuration not stated)	-13
CCCOc1ccc(S(=O)(=O)n2cccn2)cc1C	20
COC(=O)Nc1ncc(CN2CCOCC2)s1	-5
Clc1cccc(-c2nnc3sc(-c4ccccn4)nn23)c1	-11
c1ccc(Cc2nnc3sc(-c4ccc5c(c4)OCCO5)nn23)cc1	-7
CC1=CC(=O)C=CC1=NC(=NS(=O)(=O)c1ccc(Br)cc1)c1ccccc1	-5
Cc1nonc1CN(C)c1ccc(-c2nc(Cc3ccc(F)cc3)no2)cn1	8
Cc1cccc(C)c1NC(=O)CN1CCN(c2ccccc2F)CC1	2
CCCCCc1ccc(-c2ccc(C#N)s2)s1	-3
CC(=O)Nc1ccc(NCc2ccc(C)s2)cc1	14
CC(C)(C)c1cc(OC(=O)c2ccc(Br)o2)ccc1O	2
CC1(C)CC(O)C(C)(C)c2ccccc21 (configuration not stated)	-1
N#Cc1nc(-c2ccccc2)c(-c2ccccc2)nc1Cl	-1
Cc1ccc(C2=NC(c3ccccc3)=Nc3ccc(Cl)cc3N2)cc1	-2
CCC1NC(=O)c2ccccc2N1c1cccc(Cl)c1 (configuration not stated)	7
Cc1c(Cl)cccc1NCN1C(=O)S/C(=C\c2c(Cl)cccc2Cl)C1=O	-6
CC1=NN(c2ccccc2)C(=O)/C1=C/c1ccccc1OCc1ccccc1C	3
O=C(CCc1ccccc1)Nc1ccc(O)cc1	0

Structural class, the compounds so far with a thiophene ring, fused or not (6)
SMILES	RBX1-CUL1 inh
CCn1c(=O)c2cc(C(=O)NC3CCC(C)CC3)sc2c2ccccc21 (configuration not stated)	-6
O=S(=O)(c1ccc(Br)cc1)c1nnn2c1nc(NC1CCCCCC1)c1sccc12	11
c1ccc(-c2csc3ncnc(N4CCc5ccccc5C4)c23)cc1	-2
COc1ccc(-n2c(SC)nnc2-c2cccs2)cc1	-5
CCCCCc1ccc(-c2ccc(C#N)s2)s1	-3
CC(=O)Nc1ccc(NCc2ccc(C)s2)cc1	14

Other results:
SMILES	RBX1-CUL1 inh
C=CCOc1ccc(/C=C2\SC(=O)N(c3ccc(Cl)cc3)C2=O)cc1Cl	2
Cc1ccccc1CNCC1(O)CCCN(Cc2ccc(F)cc2)C1=O (configuration not stated)	0
Cc1ccc(CNC(=O)c2ccc3nc(N4CCCCC4)sc3c2)cc1	-9
O=C(Cn1cc(SCc2ccc(F)cc2)c2ccccc21)N1CCCC1	-9
Cc1ccc2c(=O)c(C(=O)c3ccc(Cl)cc3)cn(CC(=O)Nc3ccc4c(c3)OCCO4)c2n1	0
CCc1nc(Oc2cccc3cccnc23)c2c3c(sc2n1)CCCC3	-1
COc1cc(-c2nnn(CC(=O)Nc3ccc(OC(F)(F)F)cc3)n2)cc(OC)c1OC	-3
CS(=O)(=O)CC1COC(Cn2cncn2)(c2ccc(Cl)cc2Cl)O1 (configuration not stated)	1
COC(=O)c1ccc(C[n+]2ccccc2)cc1	2
COc1ccc(CNC(=O)CCC2CCCN(Cc3cccc(C)c3)C2)c(OC)c1 (configuration not stated)	6
COc1ccc(CC2(CCC(=O)NCc3nccs3)CCC(=O)N2)c2ccccc12 (configuration not stated)	5
CCc1ccc(NC(=O)CSc2nc(-c3ccccc3)cc(=O)[nH]2)cc1	-2
NS(=O)(=O)c1ccc(NCc2cccc(Cl)c2Cl)cc1	1
Cc1ccc(NC(=O)C(=O)NCC(c2cccnc2)N2CCN(C)CC2)cc1 (configuration not stated)	-3
Cc1ccnc(NC(=O)c2ccccc2C)n1	1
CCSc1nn(CC(=O)Nc2cccc(Cl)c2)c(N)c1S(=O)(=O)c1ccc(OC)cc1	10
CCOc1ccc(NC(=O)CSc2nncn2C)cc1	5
COCCOc1ccc(C(=O)NC(C)C)cc1Br	0
COc1cc(C=C2C(=O)NC(=O)NC2=O)ccc1OCc1ccccc1[N+](=O)[O-]	-11
C=CCn1c(SCc2ccc(Cl)c(Cl)c2)nc2nc3c(cc2c1=O)COC(C)(C)C3	14

Quoted at random: 5 compounds from above
SMILES	RBX1-CUL1 inh
Cc1ccc(-n2nc(C)c(C=C3C(=O)NC(=S)NC3=O)c2C)cc1	0
Cc1ccc(S(=O)(=O)N2CCN(C(=O)OCC3CCCO3)CC2)cc1 (configuration not stated)	4
CC1=CC(=O)C=CC1=NC(=NS(=O)(=O)c1ccc(Br)cc1)c1ccccc1	-5
CCn1cc(/C=C2\SC(=O)N(CC(=O)Nc3ccc(Cl)cc3)C2=O)c2ccccc21	5
COC(=O)C1c2snnc2CN1C(=O)OC (configuration not stated)	-9

Carrying on:
SMILES	RBX1-CUL1 inh
CCCCC(CC)C(=O)Nc1ccc(N(CC)CC)cc1 (configuration not stated)	9
Cc1ccc(NC(=O)c2snnc2C)cc1C	0
CCn1c(Cc2ccccc2)nnc1SCC(=O)Nc1ccc([N+](=O)[O-])cc1C	-2
CCOC(=O)c1ccc(NC(=O)c2csc3c2CCCCC3)cc1	-5
COC(=O)CN1C(=O)S/C(=C/c2cc(C)n(-c3cccc(Br)c3)c2C)C1=O	-9
CC(NC(=O)c1cc(Br)ccc1Cl)C1CCCO1 (configuration not stated)	-9

Molecules listed so far with a tert-butyl group:
SMILES	RBX1-CUL1 inh
CC(=O)Nc1ccc(S(=O)(=O)Nc2cccc(NC(=O)C(C)(C)C)c2)cc1	0
CC(C)(C)c1ccc(-c2nc(SCC(=O)Nc3ccc(Cl)cc3)[nH]c(=O)c2C#N)cc1	14
CC(C)(C)c1ccc(C(=O)NC(Nc2ccc3ccccc3c2)C(Cl)(Cl)Cl)cc1 (configuration not stated)	2
CC(C)(C)c1cc(OC(=O)c2ccc(Br)o2)ccc1O	2
